GalR3 antagonist: GalR3 antagonists in HEK293 cells, primary screen, cell-based, fluorescence readout; HEK293 GalR3-CNG cAMP membrane potential fluorescence; galR3 body fused to GalR1 C-terminus; inhibition, % at 3 µM; 360,000 tested, 0.44% active; AID 651719, 2012;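 active = inhibition above the screen-wide average plus 3 SD, cut at about 13% in these data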;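 note: forskolin and galanin both at EC90 stimulate the cells; cAMP rise reported by CNG channel membrane potential dye signal; 0% = forskolin plus galanin with DMSO and 100% = forskolin alone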
MEKK2wt PB1 HTS: modulators of MEK5 binding to wildtype MEKK2, primary screen, biochemical, multiplex bead flow cytometry, Alexa488-MEK5 | Mitogen-activated protein kinase kinase kinase 2 (Homo sapiens), Q9Y2U5 | 290,000 tested, 1.1% active | binding response (% of control), % at 10 µM | Alexa488-MEK5 binding to MEKK2 WT; actives lie on both sides | AID 1531, 2009; in the data active = binding response below about 67% or above about 130%
NALP1 inh: NALP1 inflammasome inhibitors in reconstituted yeast, colorimetric, S. cerevisiae, triplicate retest. S. cerevisiae NALP1/ASC/caspase-1 growth, X-gal OD620, 72 h. inhibition, % at 10 µM. 280,000 tested, 0.61% active. AID 2071, 2009; in the data active = inhibition mostly above about 24%, no sharp cut-off; inactive = mostly below about 32%; note: some compounds called inactive have numbers as strong as hits
PHOSPHO1 block: PubChem AID 1565; 290,000 tested, 1.1% active; recombinant PHOSPHO1, absorbance phosphatase assay; inhibition, % at 13.3 µM; Phosphoethanolamine/phosphocholine phosphatase (Homo sapiens), Q8TCT1; in the data active = inhibition above about 60%
Target sequence (Q8TCT1 whole entry, looked up): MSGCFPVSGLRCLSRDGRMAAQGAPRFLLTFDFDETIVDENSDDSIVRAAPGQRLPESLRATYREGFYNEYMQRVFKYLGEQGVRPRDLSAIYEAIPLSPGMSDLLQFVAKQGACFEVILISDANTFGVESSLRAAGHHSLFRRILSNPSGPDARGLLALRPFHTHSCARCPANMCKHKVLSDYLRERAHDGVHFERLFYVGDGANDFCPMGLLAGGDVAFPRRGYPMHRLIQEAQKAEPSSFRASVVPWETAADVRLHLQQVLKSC
GPR7 antag: GPR7 receptor antagonists, primary screen, cell-based, fluorescence, single concentration; inhibition, % at 4.4 µM; GPR7-expressing cells, fluorescence antagonist assay; 290,000 tested, 1.1% active; Neuropeptides B/W receptor type 1 (Homo sapiens), P48145; AID 1861, 2009; in the data active = inhibition above about 16%, passing the limit was not always enough;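 note: cells stimulated with the agonist NPW; 0% = agonist with vehicle and 100% = vehicle without agonist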
Target sequence (P48145 whole entry, looked up): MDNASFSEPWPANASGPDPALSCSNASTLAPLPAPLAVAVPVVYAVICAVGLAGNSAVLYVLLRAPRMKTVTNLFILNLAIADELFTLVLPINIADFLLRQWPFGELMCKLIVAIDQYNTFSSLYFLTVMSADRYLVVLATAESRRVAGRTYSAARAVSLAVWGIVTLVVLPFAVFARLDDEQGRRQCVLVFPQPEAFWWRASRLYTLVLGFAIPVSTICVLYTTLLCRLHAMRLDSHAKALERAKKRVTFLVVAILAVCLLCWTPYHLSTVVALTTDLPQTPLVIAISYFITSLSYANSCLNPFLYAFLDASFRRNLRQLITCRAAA
V1aR counter: agonists of human V1a receptor, primary screen, counter-screen for OXTR agonist project, fluorescence, CHO-V1R cells. Vasopressin V1a receptor (Homo sapiens), P37288. Fluo-8 calcium fluorescence, agonist mode; 0% DMSO, 100% 3 nM vasopressin. activation, % at 3 µM. 320,000 tested, 0.25% active. AID 2797, 2010;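 active = activation above the mean activation of all tested compounds plus 3 SD, per screening run, cut at about 20% in these data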;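 note: signal is peak over basal fluorescence ratio across a 100 second FLIPR read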
Target sequence (P37288 whole entry, looked up): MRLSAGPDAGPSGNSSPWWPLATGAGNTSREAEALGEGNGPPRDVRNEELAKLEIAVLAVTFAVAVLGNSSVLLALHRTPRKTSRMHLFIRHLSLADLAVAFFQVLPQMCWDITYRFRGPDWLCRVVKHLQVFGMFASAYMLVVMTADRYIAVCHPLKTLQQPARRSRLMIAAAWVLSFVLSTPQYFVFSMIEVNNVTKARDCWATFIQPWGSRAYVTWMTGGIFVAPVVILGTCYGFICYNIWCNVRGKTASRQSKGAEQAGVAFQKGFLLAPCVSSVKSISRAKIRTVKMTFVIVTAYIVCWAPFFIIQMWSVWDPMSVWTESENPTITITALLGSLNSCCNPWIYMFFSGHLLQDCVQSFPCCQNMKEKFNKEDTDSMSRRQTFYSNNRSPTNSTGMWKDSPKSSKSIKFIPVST
MEKK3 PB1 HTS: modulators of MEKK3-MEK5 PB1 binding, primary screen, biochemical, wildtype MEKK3, multiplex bead flow cytometry, Alexa488-MEK5. Mitogen-activated protein kinase kinase kinase 3 (Homo sapiens), Q99759. bead-based flow cytometry, Alexa488-MEK5 binding to MEKK3; actives lie on both sides; 0 = blocked by unlabeled MEK5, 100 = vehicle. binding response (% of control), % at 10 µM. 290,000 tested, 1.4% active. AID 1529, 2009;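 active = binding response more than 3 SD above or below the average of its plate-row segment, actives on both sides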;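 note: Alexa488 bead fluorescence after subtracting the streptavidin-only scavenger bead signal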
OXTR ag: human OXTR agonists, primary screen, fluorescence, CHO-OTR cells, Fluo-8 calcium; Oxytocin receptor (Homo sapiens), P30559; Fluo-8 calcium fluorescence; normalized: DMSO 0%, oxytocin 100%; activation, % at 3 µM; 320,000 tested, 0.32% active;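 active = activation above the mean of all tested compounds plus 3 SD, cutoff set per screening run, cut at about 20% in these data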;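 note: peak over basal fluorescence ratio from a 100 s FLIPR kinetic read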
MEKK2 mut-MEK5: MEK5 binding signal on mutant MEKK2 PB1, primary screen, biochemical, multiplex bead flow cytometry, Alexa488-MEK5; Alexa488-MEK5 binding to MEKK2 mutant; percent response, % at 10 µM; 290,000 tested, 0.35% active; AID 1530, 2009; in the data active = percent response above about 24%, passing the limit was not always enough; note: inactives centre near 1; some results filed as inactive read as strong as hits; reference of the scale not given here
* marks the source's active call; other numbers are inactive results; nt = no result given.

SMILES	GalR3 antagonist	MEKK2wt PB1 HTS	NALP1 inh	PHOSPHO1 block	GPR7 antag	V1aR counter	MEKK3 PB1 HTS	OXTR ag	MEKK2 mut-MEK5
COc1ccc(S(=O)(=O)Nc2ccc(NC(C)=O)cc2)cc1[N+](=O)[O-]	-6	101	2	41	-11	-0.4	103	-0.2	8
COc1ccccc1CN1CC(C(=O)N(C)Cc2nc(C)cs2)CCC1=O (configuration not stated)	-9	102	21	-44	17	0.5	103	0.0	2
CSC1=NSC2=NC(=O)/C(=C\c3ccc(OC(=O)c4ccco4)cc3)C(=N)N12	-7	93	-4	15	0	2.9	100	0.8	-2
CCOC(=O)N1CCN(C2CCCN(C(=O)c3cccc(Cl)c3)C2)CC1 (configuration not stated)	-1	103	19	27	-8	-0.4	102	-0.7	6
CCOC(=O)C1=C(C)NC2=C(C(=O)CC(C)(C)C2)C1c1ccsc1 (configuration not stated)	4	97	5	7	4	-1.0	96	-2.4	2
COc1cccc(C2(O)CCN(C(=O)C3CCC3)CC2)c1	3	111	9	16	6	1.1	109	2.5	4
CCN(CC)S(=O)(=O)c1ccc(N/N=C/c2ccc(OC)c(OC)c2OC)nc1	-2	104	18	-7	-8	-0.4	103	-1.2	-2
COC(=O)c1ccccc1NC(=O)c1ccc2c(c1)OCCCO2	-3	99	14	43	-13	1.1	100	0.3	-5
O=C(NCC1CCCO1)c1cc2ccccc2nc1Cl (configuration not stated)	-7	102	23	-10	-14	0.6	106	-0.3	-1
CC(C)C(=O)Nc1ncc(C(F)(F)F)cc1Cl	-2	98	-3	-2	8	-1.2	91	-0.1	-3
Nc1nc(-c2cccs2)c(CC(=O)O)s1	-6	106	16	40	-6	1.1	109	0.3	-1
O=C(Nc1ccc2oc(-c3ccncc3)nc2c1)c1ccc([N+](=O)[O-])o1	0	96	7	28	-7	2.4	103	4.5	-6
Cc1coc2cc3oc(=O)c(CCC(=O)NCCCN4CCCC4=O)c(C)c3cc12	-1	103	-2	8	-5	4.7	101	3.9	3
COc1ccc(CN(CCC(c2ccccc2)c2ccc(OC(C)C)cc2)C(=O)CCl)cc1OC (configuration not stated)	-9	103	32	-7	2	0.2	122	0.8	-1
CN(Cc1nc(-c2cnccn2)no1)Cc1n[nH]c2c1CCCC2	3	97	-1	27	-2	nt	97	nt	-8
C=CCN(C(=O)c1csnn1)C(C(=O)NC1CCCC1)c1ccccc1F (configuration not stated)	-8	99	11	4	-10	-1.6	101	-0.6	-1
Cc1ccc(OC(=S)Nc2ccc(O)cc2)cc1	3	110	69*	-45	-8	0.6	104	0.4	7
CC1(C)CC(=O)c2sc(NC(=O)Cc3cccs3)nc2C1	-7	108	11	-13	-5	2.6	113	0.6	3
CCCN1C2=NCCN2c2cc(C)c(C)cc21	-5	113	7	3	-3	1.4	111	0.4	14
COc1cccc2cc(C(=O)N(C)C3CCN(C)CC3)c(=O)oc12	2	104	13	-3	3	0.1	98	1.2	-1

In the list so far, three have two or more sulfur atoms:
SMILES	GalR3 antagonist	MEKK2wt PB1 HTS	NALP1 inh	PHOSPHO1 block	GPR7 antag	V1aR counter	MEKK3 PB1 HTS	OXTR ag	MEKK2 mut-MEK5
CSC1=NSC2=NC(=O)/C(=C\c3ccc(OC(=O)c4ccco4)cc3)C(=N)N12	-7	93	-4	15	0	2.9	100	0.8	-2
Nc1nc(-c2cccs2)c(CC(=O)O)s1	-6	106	16	40	-6	1.1	109	0.3	-1
CC1(C)CC(=O)c2sc(NC(=O)Cc3cccs3)nc2C1	-7	108	11	-13	-5	2.6	113	0.6	3

Following part:
SMILES	GalR3 antagonist	MEKK2wt PB1 HTS	NALP1 inh	PHOSPHO1 block	GPR7 antag	V1aR counter	MEKK3 PB1 HTS	OXTR ag	MEKK2 mut-MEK5
CCCN(CCC)CCCNC(=O)c1ccc(CS(=O)(=O)c2c(Cl)cccc2Cl)o1	1	111	7	15	-10	-0.2	103	-0.3	7
NC(=O)C1CCN(c2ncc(C(F)(F)F)cc2Cl)CC1	-3	114	10	20	-10	0.7	130*	-0.4	5
CN(Cc1ccccc1)/C(=N/O)c1cccc(Cl)c1	-6	103	2	nt	-13	-0.3	105	-1.7	5
O=C(Nc1ccccc1)Nc1ccncc1	-5	97	4	34	-6	0.8	101	0.7	-2
O=C(c1ccc(Cl)cc1[N+](=O)[O-])N1CCOCC1	-2	86	-2	-12	-6	0.0	88	0.3	-14
CC(C)(C)[C@H]1C=C(C(N)=O)O[C@@H](OCc2ccc(CO)cc2)C1	-5	91	1	18	5	0.3	95	1.1	-4
COC(OC)c1ccc(C#N)c(SCc2ccc(C)cc2)n1	3	93	15	-10	-4	-0.8	103	-2.2	-1
CC1Cc2c([nH]c3ccccc23)C(=O)N1 (configuration not stated)	-3	105	-25	nt	-7	0.8	102	-1.2	5
O=S(=O)(c1cccs1)N1CCCc2ccccc21	-3	102	29	-3	2	-1.4	109	-2.2	0
CCOC(=O)C1=C(N)Oc2c(oc(CO)cc2=O)C1c1ccccc1 (configuration not stated)	-3	94	0	9	-9	0.8	97	1.6	0
O=C(Nc1cccc(C(F)(F)F)c1)c1cccnc1N1CCN(CCO)CC1	-2	102	28	-14	-4	0.1	103	0.9	0
Cc1cc(C)cc(NC(=O)CSc2nnc(CNC(=O)c3cccs3)o2)c1	-2	110	-44	3	-6	-0.4	106	-1.3	12
Cc1ccc(S(=O)(=O)N2CCOc3ccccc32)c(C)c1NS(C)(=O)=O	-11	98	5	nt	-3	2.8	99	5.8	-1
CCC(=O)Nn1c(C)nnc1C	-1	111	-2	3	-6	0.1	102	0.8	6
O=C(Nc1ccccc1)Oc1ccc[nH]c1=O	-1	92	-6	18	2	0.3	88	0.8	2
O=C(CCCCCN1C(=O)c2cccc3cccc(c23)C1=O)NC1CCS(=O)(=O)C1 (configuration not stated)	-5	99	nt	37	-4	-0.3	102	-0.4	4
O=C(Nc1ccc2nc3n(c(=O)c2c1)CCCC3)c1ccccc1F	-11	107	4	48	7	1.6	105	0.1	9
Cc1nc2c(sc(=S)n2Cc2ccco2)c(=O)n1CC(=O)Nc1ccccc1Cl	-1	96	11	16	-4	-1.0	98	-0.3	7
CCn1c2c(c3cc(OCC(C)C)ccc31)CCCC2=O	-4	96	-1	-8	0	-0.8	94	-2.3	2
COc1ccc(S(=O)(=O)NC(C)C(=O)NCc2ccco2)cc1OC (configuration not stated)	-7	105	-9	15	-3	-0.5	103	0.4	1
CCOc1cc(/C=N/NC(=O)c2cccs2)ccc1OC(=O)N1CCOCC1	-3	97	23	5	-8	5.2	100	4.6	-1
COc1cccc(CNC(=O)C2CCCN(c3ncnc4c3nc3n4CCCCC3)C2)c1 (configuration not stated)	-7	103	8	-56	6	-1.1	103	-2.5	-2
Cn1c(=O)oc2cc(S(=O)(=O)NCCC(=O)N3CCc4ccccc43)ccc21	-3	nt	3	-2	-14	-1.2	nt	-0.4	nt
COc1ccc(CCNC(=O)CN2c3cccc4cccc(c34)S2(=O)=O)cc1OC	-3	97	-3	-6	7	4.9	98	3.2	-4
CCOC(=O)C1=C(Cn2cnc3ccccc32)NC(=O)NC1c1cc(C)ccc1C (configuration not stated)	-4	104	-7	11	7	0.2	112	12	8
Cc1cccc(CSc2nc3c(c(-c4cccs4)c2C#N)CN(C)CC3)c1	-2	113	43	5	-11	0.2	116	0.5	1
O=C(CNS(=O)(=O)c1ccccc1)N/N=C\c1ccc(Cl)cc1	3	92	28	4	-2	1.0	92	1.6	-2
OCCCNCc1cccc2ccccc12	-4	102	8	6	0	-0.2	103	-0.4	1
CC(=O)N1N=C(c2cccs2)CC1c1ccco1 (configuration not stated)	-6	101	-14	48	1	0.0	109	-1.1	0
Cn1c(SCC(=O)c2ccc3c(c2)OCO3)nnc1C1COc2ccccc2O1 (configuration not stated)	3	89	37	11	-3	0.9	93	-0.8	-9
c1ccc(N2CCN(c3ccccc3)C2c2cccnc2)cc1	5	117	3	-35	-14	-1.5	125	-1.3	2
CCOC(=O)c1c(NC(=O)CC2Nc3ccccc3NC2=O)sc(C)c1C (configuration not stated)	2	93	29	-13	-7	-0.6	94	-0.4	-2
CCC1Sc2ccccc2N(CC(=O)NCCC(C)C)C1=O (configuration not stated)	-2	101	39	33	2	-1.0	100	-0.9	4
CCOc1ccc(-c2nnc(-c3cccs3)o2)cc1	-3	107	8	22	-5	-0.9	102	-2.2	1
COc1ccc(NC(=O)N2CCCC(CNS(=O)(=O)c3cccs3)C2)c(C)c1 (configuration not stated)	-7	95	3	39	-3	-0.2	89	-1.4	-7
Brc1ccc(/C=N/Nc2nc3ccccc3o2)cc1	-11	107	15	nt	-6	0.4	106	0.9	8
Cc1cc(NC(=O)CCC(=O)N(CC(=O)NC2CCCC2)c2cccc(C)c2C)no1	-2	102	nt	nt	-10	0.5	103	0.3	5
COCCSc1ccccc1C(=O)Nc1cc(C)ccn1	3	101	19	3	-11	-0.5	103	0.8	-1
Cc1cc(Br)c(OCc2ccc(C(=O)N/N=C3\CC(=O)CC(C)(C)C3)cc2)c(Br)c1	-3	103	nt	-4	-4	0.7	100	-0.9	0
COc1ccc(N2CCN(C(=O)CCc3nnc4ccc(N5CCOCC5)nn34)CC2)cc1	-1	97	10	48	-6	0.5	94	1.4	-9
Cc1ccc(C)c(N(C(=O)c2csnn2)C(C(=O)NC2CCCCC2)c2ccccn2)c1 (configuration not stated)	-8	102	7	52	-10	0.3	102	1.4	0
CCN1CCN(c2nn3c(=O)c4ccccc4nc3c3ccccc23)CC1	-6	108	-1	49	-10	0.6	105	2.8	7
COc1ccc(CC(=O)N2CCOCC2)cc1	-4	103	5	-29	9	1.5	106	0.3	2
Fc1ccc(-c2nn3c(C4COc5ccccc5O4)nnc3s2)cc1 (configuration not stated)	-2	nt	7	79*	0	0.2	nt	-1.1	nt
CSc1sc(C(=O)N2CCc3ccccc32)cc1S(=O)(=O)C(C)C	-1	102	45	23	-8	-0.2	100	-1.3	-2
Cc1ccc(N/N=C/c2c(O)cc(C)oc2=O)cc1	-3	100	3	88*	-5	0.7	102	0.8	18
CCN(CC)S(=O)(=O)c1ccc(N2CCOCC2)c(NC(=O)C2CCCO2)c1 (configuration not stated)	-6	82	nt	20	-6	1.7	82	0.3	-5
Cc1ccc(C(=O)N/C(=C\c2cccnc2)c2nc3ccccc3[nH]2)cc1	-3	112	12	-1	-17	0.3	100	-0.7	20
Oc1[nH]c2ccc(Br)cc2c1N=NC(=S)N1CCOCC1	13*	97	21	92*	-10	-1.3	102	-0.2	1
O=C(NCc1cccnc1)C1CC(=O)N(c2ccc(F)cc2)C1 (configuration not stated)	2	94	9	25	-6	0.0	92	-0.6	-12
CCN1CCCC1CNC(=O)c1cc(S(=O)(=O)N(C)C)ccc1Cl (configuration not stated)	-10	101	5	22	-14	0.2	104	-0.3	-3

Assay outcomes from PubChem.
